L major viab: Leishmania major promastigote growth inhibition; actives 9% (n = 200,000); AID 1063; inhibition, % at 10 µM; Leishmania major promastigotes, resazurin fluorescence viability; in the data active = inhibition above about 50%;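 also: promastigotes grown with compound for 44 hours at 28 °C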
S1P3 antag: S1P3 (human) receptor antagonism. Q99500. CHO S1P3 NFAT-BLA reporter, FRET fluorescence, antagonist mode. inhibition, % at 4.98 µM. actives 0.27% (n = 170,000);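 active = inhibition above the plate cutoff, the mean inhibition of test wells on that plate plus 3 SD, cut at about 28% in these data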;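 also: cells challenged with S1P at its EC80 of 0.8 µM; blue over green emission ratio from cleaved BLA substrate after 4 h stimulation; 0% = S1P-stimulated wells and 100% = unstimulated DMSO-only wells; some compounds past the cut are filed as inactive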
TR-FRET SRC-2 ct: counter-screen for PPARgamma SRC-2 recruitment agonists: TR-FRET artefact | TR-FRET ratio at 8 µM | actives 0.4% (n = 200,000) | stronger effect = higher value | AID 1049; in the data active = TR-FRET ratio above about 2000; also: inactives centre near 1500; reference of the scale not given here
TLR4-MyD88 BLA: TLR4-MyD88 interaction inhibition in cells. O00206+Q99836. inhibition, % at 8.4 µM. HeLa CL3-4 TLR4/MyD88 BLA complementation, FRET ratio. AID 861. actives 0.18% (n = 200,000); in the data active = inhibition above about 25%;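 also: 0% = vehicle and 100% = reference inhibitor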
PPARg SRC3 recr: agonists of human PPARgamma SRC-3 coactivator recruitment | P37231 | biochemical PPARgamma/SRC-3 coactivator recruitment assay | activation, % at 8 µM | actives 0.26% (n = 200,000) | AID 731; in the data active = activation above about 23%;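 also: 0% = DMSO and 100% = reference agonist; some compounds past the cut are filed as inactive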
Target sequence (P37231 whole entry, looked up): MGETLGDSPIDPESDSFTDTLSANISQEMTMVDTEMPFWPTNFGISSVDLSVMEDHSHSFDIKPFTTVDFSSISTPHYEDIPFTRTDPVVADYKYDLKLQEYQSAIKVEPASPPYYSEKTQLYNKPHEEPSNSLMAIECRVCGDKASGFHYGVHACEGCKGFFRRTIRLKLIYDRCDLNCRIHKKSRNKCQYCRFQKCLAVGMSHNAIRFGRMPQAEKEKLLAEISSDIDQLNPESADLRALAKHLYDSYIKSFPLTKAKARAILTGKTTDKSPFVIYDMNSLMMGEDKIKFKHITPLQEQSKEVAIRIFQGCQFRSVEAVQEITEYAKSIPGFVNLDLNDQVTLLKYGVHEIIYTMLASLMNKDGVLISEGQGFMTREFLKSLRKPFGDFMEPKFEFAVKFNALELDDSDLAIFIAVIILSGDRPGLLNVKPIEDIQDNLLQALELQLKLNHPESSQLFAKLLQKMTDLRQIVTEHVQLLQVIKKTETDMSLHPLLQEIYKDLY
bIAP inh: blocks bovine intestinal alkaline phosphatase activity; purified bovine IAP, CDP-star luminescence, 30 min; inhibition, % at 20 µM; 190,000 tested, under 10 active; AID 1019;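 active = over 50% inhibition of intestinal alkaline phosphatase at 20 µM in the single-dose screen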
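System: Purified bovine intestinal alkaline phosphatase (IAP) enzyme | Input: IAP diluted 1/65,000,000 in the well | Also added: CDP-star chemiluminescent phosphatase substrate, 30 µM final | Dosing: 20 µM single dose | Times: Enzyme reaction for 30 min at room temperature | Detection: Luminescence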
bIAP act: intestinal alkaline phosphatase (bovine) activation; activation factor at 20 µM; AID 1016; actives 0.17% (n = 200,000); purified bovine IAP, CDP-star luminescence, 30 min; stronger effect = higher value; fold of DMSO-control signal, blank-subtracted;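 active = activation factor of 2 or more at 20 µM, a signal rise over negative controls twice the positive control's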
PPARg SRC-1 ag: promotes SRC-1 coactivator recruitment by human PPARgamma; P37231; actives 0.41% (n = 200,000); AID 631; PPARgamma-SRC-1 coactivator recruitment biochemical assay; activation, % at 8 µM; in the data active = activation above about 19%;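 also: 0% = DMSO and 100% = reference agonist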
Redox H2O2 prof: compounds producing H2O2 with reducing agent – biochemical, NIH compound library profiling, artefact control for MLSCN library redox annotation, primary screen; actives 0.03% (n = 200,000); activation, % at 10 µM; DTT-dependent redox cycling H2O2, phenol red/HRP absorbance; 100% = 100 µM peroxide control, 0% = buffer; AID 878;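 active = activation of at least 50% relative to the plate's high and low controls in the primary single-dose screen; inactive = activation below 50%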;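 also: compound incubated with DTT at 0.8 mM final as the reducing agent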
ROMK mod: modulators of human ROMK potassium channel; P48048; Tet-inducible ROMK, thallium flux fluorescence; actives lie on both sides; B-score at 10 µM; actives 2% (n = 130,000); AID 1918;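 active = signal ratio slope over the read window, or its plate-corrected B-score, at least 3 SD from the plate mean, either direction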;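 also: B-score of the F/F0 ratio slope over 7 to 12 s after thallium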
Target sequence (P48048 whole entry, looked up): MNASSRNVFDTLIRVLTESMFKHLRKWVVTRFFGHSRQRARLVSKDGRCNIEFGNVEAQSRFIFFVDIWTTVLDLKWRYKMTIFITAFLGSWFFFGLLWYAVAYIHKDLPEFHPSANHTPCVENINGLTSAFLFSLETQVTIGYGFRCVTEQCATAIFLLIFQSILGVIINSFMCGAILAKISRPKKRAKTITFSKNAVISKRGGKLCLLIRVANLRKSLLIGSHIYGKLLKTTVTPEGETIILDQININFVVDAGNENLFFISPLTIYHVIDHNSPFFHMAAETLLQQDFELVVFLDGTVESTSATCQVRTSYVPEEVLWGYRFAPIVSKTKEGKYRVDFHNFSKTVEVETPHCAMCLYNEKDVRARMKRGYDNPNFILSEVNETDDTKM
PPARg SRC-2 ag: agonists of SRC-2 recruitment by human PPARgamma; PPARgamma LBD-SRC-2 recruitment, biochemical; activation, % at 8 µM; P37231; AID 1032; actives 0.34% (n = 200,000); in the data active = activation above about 22%;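 also: 0% = vehicle and 100% = reference agonist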
An asterisk follows results filed as active; . = no result given.

SMILES	L major viab	S1P3 antag	TR-FRET SRC-2 ct	TLR4-MyD88 BLA	PPARg SRC3 recr	bIAP inh	bIAP act	PPARg SRC-1 ag	Redox H2O2 prof	ROMK mod	PPARg SRC-2 ag
Cc1nnc(NC(=O)CSc2nnc(-c3ccccc3)n2C)s1	1	21	1589	-2	-1	-9	1.1	2	-0.4	1.8	1
OCC1(C2=NOC(O)(C(F)(F)F)C2)CCCCC1 (stereo not drawn)	-1	.	1852	-8	4	3	1	3	-4.2	1.3	-2
O=C(Cn1cnc2cc([N+](=O)[O-])ccc2c1=O)Nc1ccc2c(c1)OCO2	9	5	1503	2	4	-5	1	8	-0.4	-0.45	3
CCOc1ccccc1Nc1nc(-c2sc(NC(=O)c3ccccc3)nc2C)cs1	100*	.	1862	-6	8	8	0.9	9	-9.4	-0.093	10
CC(=O)c1ccc(O)c(CO)c1	1	.	1394	-2	-8	8	0.9	5	-0.8	0.58	-5
CSc1ncc(CN2CCN(C3CCCCC3)C(CCO)C2)cn1 (stereo not drawn)	-6	-1	1333	-9	3	2	1	2	0.6	0.32	-2
Cc1cc(C)cc(OCC(=O)NNC(=O)c2ccoc2C)c1	-5	.	1584	7	1	-21	1.2	5	1.8	.	1
CCOC(=O)CC1=C(C(=O)OCC)C(c2cccnc2)C(C#N)=C(N)O1 (stereo not drawn)	8	.	1503	-1	-1	-4	1	-1	0.1	-0.0033	-6
COC(=O)c1ccc(C(=O)OC)c(NC(=O)c2cnc3n(c2=O)CCS3)c1	-2	-4	1637	8	-5	-4	1	-8	-3.3	-0.48	6
CCOc1ccc2[nH]c(C)c(CN3CCN(CC)CC3)c(=O)c2c1	13	7	1310	-11	-4	4	1	1	-0.1	0.41	4
CCOCCCNc1ncc2c(n1)CC(c1ccc(C)cc1)CC2=O (stereo not drawn)	9	0	1417	-5	-6	13	0.9	-4	-0.3	0.7	0
O=C(NCN1C(=O)C2C3C=CC(C3)C2C1=O)Nc1ccccc1O (stereo not drawn)	-3	-26	1459	0	1	6	0.9	9	6.1	-0.011	8
Nc1nc2n(n1)C(c1ccco1)CC(c1ccccc1)N2 (stereo not drawn)	-5	-5	1461	-7	5	-6	1.1	2	0.7	0.13	-2
C[C@@H](Nc1nc(-c2ccccc2)nc2c1oc1ccccc12)C(=O)O	3	-44	1536	-8	0	7	0.9	-6	-1.1	.	2
COC(=O)c1sccc1NC(=O)COc1ccccc1Cl	6	13	1551	-6	1	12	0.9	3	0.1	.	3
CCOC(=O)c1[nH]c(C)c(C(=O)Nc2ccc(C)c(Cl)c2)c1C	8	-6	1579	8	9	13	0.9	4	0.9	.	4
CCCc1cc(-c2[nH]ncc2-c2ccc(C(=O)OCC)o2)c(O)cc1O	42	25	1592	1	0	-24	1.2	3	2.8	.	0
CCC(c1nnc(SCC(=O)Nc2cc(Cl)ccc2C#N)n1C1CCCCC1)N(C)C (stereo not drawn)	77*	5	1405	-2	-3	4	1	-3	0.1	-0.83	-14
Cc1noc(C)c1C(=O)NCCC1=CCCCC1	1	-2	1596	-8	7	11	0.9	2	3.0	.	3
COc1cc(OC)c(OC)cc1/C=C/c1cc(C(=O)O)c2ccccc2n1	-5	4	1626	10	-4	-6	1.1	0	-0.9	1.1	6

A second format for part of the listing above.
smiles,L major viab,S1P3 antag,TR-FRET SRC-2 ct,TLR4-MyD88 BLA,PPARg SRC3 recr,bIAP inh,bIAP act,PPARg SRC-1 ag,Redox H2O2 prof,ROMK mod,PPARg SRC-2 ag
CSc1ncc(CN2CCN(C3CCCCC3)C(CCO)C2)cn1 (stereo not drawn),-6,-1,1333,-9,3,2,1,2,0.6,0.32,-2
Cc1cc(C)cc(OCC(=O)NNC(=O)c2ccoc2C)c1,-5,.,1584,7,1,-21,1.2,5,1.8,.,1
CCOC(=O)CC1=C(C(=O)OCC)C(c2cccnc2)C(C#N)=C(N)O1 (stereo not drawn),8,.,1503,-1,-1,-4,1,-1,0.1,-0.0033,-6
COC(=O)c1ccc(C(=O)OC)c(NC(=O)c2cnc3n(c2=O)CCS3)c1,-2,-4,1637,8,-5,-4,1,-8,-3.3,-0.48,6
CCOc1ccc2[nH]c(C)c(CN3CCN(CC)CC3)c(=O)c2c1,13,7,1310,-11,-4,4,1,1,-0.1,0.41,4
CCOCCCNc1ncc2c(n1)CC(c1ccc(C)cc1)CC2=O (stereo not drawn),9,0,1417,-5,-6,13,0.9,-4,-0.3,0.7,0
O=C(NCN1C(=O)C2C3C=CC(C3)C2C1=O)Nc1ccccc1O (stereo not drawn),-3,-26,1459,0,1,6,0.9,9,6.1,-0.011,8

(listing goes on)
SMILES	L major viab	S1P3 antag	TR-FRET SRC-2 ct	TLR4-MyD88 BLA	PPARg SRC3 recr	bIAP inh	bIAP act	PPARg SRC-1 ag	Redox H2O2 prof	ROMK mod	PPARg SRC-2 ag
Cc1ccc(NC(=O)CSc2nnnn2C)cc1S(=O)(=O)N(C)C	48	-7	1606	-13	1	.	0.3	-4	-0.2	0.091	-5
CC1CN(c2c3c(nc4ncnn24)CCCC3)CC(C)O1 (stereo not drawn)	-3	.	1451	-2	6	13	0.9	6	-1.6	.	8
C(=N\Nc1nc2ccccc2[nH]1)/c1ccccc1	47	5	1584	4	6	-20	1.2	2	-0.6	-0.37	0
CSc1nc2ccccc2n1Cc1cccc([N+](=O)[O-])c1	11	12	1501	12	1	-10	1.1	-6	-0.7	.	3
COc1ccc(S(=O)(=O)Nc2ccc3c(c2)n(C)c(=O)n3C)cc1	0	-13	1502	-17	-1	0	1	-3	-0.3	0.37	6
COc1ccccc1-c1nc2cc3ccccc3cc2nc1-c1ccccc1	20	-4	1528	-4	3	6	0.9	2	1.2	-0.51	4
CCOC(=O)c1c(NC(=O)CSc2nnnn2CC)sc(C)c1C	27	6	1728	1	1	1	1	-1	0.4	-1.3	6
O=C(NC(=S)N1CCN(c2nc(-c3ccccc3)cs2)CC1)c1cncc(Br)c1	-6	2	1396	2	0	19	0.8	7	-0.4	4.8*	0
Cc1ccc2c(c1)N(CCC(=O)NCc1ccc3c(c1)OCO3)C(=O)CO2	-5	-12	1540	0	-12	4	1	-3	1.7	.	-7
CCOC(=O)/C(=N\Nc1ccc(Br)cc1)N1CCN(c2ccccc2OC)CC1	9	15	1408	-12	0	5	0.9	-2	0.0	-0.79	1
COc1ccc2[nH]c(=O)c(CN(C)C(=O)COc3ccccc3)cc2c1	-5	12	1664	-4	-3	11	0.9	-5	2.6	.	6
O=C(O)C1CSC2(c3ccc(F)cc3)CCC(=O)N12 (stereo not drawn)	4	0	1360	-12	-1	-3	1	-3	-0.5	-0.011	-6
Clc1ccc(-c2nc3cnccn3c2NC2CCCC2)cc1	7	.	1358	32*	4	-1	1	-2	-0.4	-0.61	-2
COC(=O)c1ccccc1NC=C1C(=O)OC2(CCCCC2)OC1=O	-4	.	1484	-11	0	8	0.9	0	0.5	0.1	6
Cc1cc(=O)[nH]c(SCC(=O)Nc2nc3c(s2)CCCC3)n1	-8	-12	1588	8	10	6	0.9	4	0.2	0.43	2
COc1ccccc1C(=O)Nc1ccc(N2CCN(C(C)=O)CC2)cc1	-3	-15	1698	1	2	-7	1.1	5	0.2	-0.22	-4
CCc1ccc2nc(N3C(=O)C(O)=C(C(=O)c4ccco4)C3c3cccs3)sc2c1 (stereo not drawn)	6	.	2282*	1	28*	8	0.9	29*	2.5	.	36*
CC1C(c2ccccc2)C(C#N)(C#N)C2(C#N)C(=O)NC1(N)C2C (stereo not drawn)	5	.	1506	-13	6	-2	1	1	0.1	0.88	10
Cc1ccc(-n2c(C)cc(/C=N/NC(=O)CC3(C)OCCO3)c2C)cc1	-1	.	1612	-9	11	-4	1	2	0.3	.	3
O=S(=O)(Nc1ccc2nc(C(F)(F)F)[nH]c2c1)c1ccccc1	9	-3	1724	-15	-5	27	0.7	6	-0.5	-0.35	8
COC(=O)COC(=O)CC(CC(N)=O)c1ccccc1 (stereo not drawn)	-5	-18	1414	1	4	12	0.9	2	-0.3	0.89	0
Cn1c(NC(=O)c2ccco2)c(-c2ccccc2Cl)c(=O)c2ccccc21	-3	-28	1481	-6	-9	6	0.9	1	5.1	.	-6
CN(c1ccccc1C(=O)Nc1cccc(Cl)c1Cl)S(C)(=O)=O	-2	.	1478	-8	-1	5	0.9	11	-0.1	0.11	1
CCOC(=O)/C(C#N)=C1/C=CN(Cc2ccccc2)C=N1	0	15	1436	9	1	8	0.9	-1	2.8	-0.16	-1
Cc1cccc(Nc2nc3c(S(=O)(=O)c4ccccc4)nnn3c3ccccc23)c1C	57*	-7	1580	-1	0	9	0.9	-5	0.4	-0.012	-2
O=C(Nc1cccc(Cl)c1N1CCCC1)c1cc2ccccc2o1	6	0	1656	2	-2	.	0.4	-6	3.0	.	4
O=C(NNC1=C(C(=O)C(F)(F)F)CCC1)c1ccc(Cl)cc1	16	.	1667	9	5	36	0.6	-2	1.3	.	7
O=C1CCC(C(=O)OCc2c(Cl)cccc2Cl)N1 (stereo not drawn)	-6	.	1584	4	10	5	0.9	-3	-0.5	0.71	10
COc1ccc(C(=O)Oc2cccc3cccnc23)cc1[N+](=O)[O-]	93*	-2	1626	-14	11	-14	1.1	1	-1.4	-0.24	2
CC1(C)CC2CC(C)(CN2C(=S)Nc2ccccc2)C1 (stereo not drawn)	9	2	1616	-9	4	13	0.9	0	-0.7	.	1
CC1CCCCC1N1CCN(C(=O)c2cccc(F)c2)CC1 (stereo not drawn)	15	-19	1539	1	6	-2	1	9	-0.5	0.0012	9
Cc1ccc(NC(=O)N/C=C/c2ccc(Cl)cc2)cc1	8	.	1476	-3	-4	.	0.5	-6	-2.7	-1	-3
CCCC(=O)N(CCN(C(=O)CCC)c1ccccc1)c1ccccc1	-2	.	1599	-2	-9	6	0.9	7	1.7	-0.23	10
COc1ccc(-c2cc(C(=O)NCCN3CCOCC3)c3ccccc3n2)c(OC)c1	8	.	1390	3	4	7	0.9	3	0.0	-0.73	7
CCc1cc(C(=O)O)c(NC(=O)c2cc(OC)c(OC)c(OC)c2)s1	22	-22	1588	1	-1	3	1	-5	-0.5	1.5	2

Screens from PubChem BioAssay.
